3CLpro inhibitor – SARS-CoV 3CLpro protease inhibitors, primary screen, biochemical, quenched FRET; 290,000 compounds, 0.14% hits; recombinant SARS-CoV 3CLpro, quenched FRET peptide cleavage; inhibition, % at 6 µM; AID 1706, 2009; in the data active = inhibition above about 12%
PriA SSB inh – inhibitors of Klebsiella pneumoniae PriA binding to SSB C-terminal tail, primary screen, biochemical, AlphaScreen; 430,000 compounds, 0.6% hits; PriA–SSB C-terminal tail interaction (Klebsiella pneumoniae); inhibition, % at 33 µM; AlphaScreen SSBct-PriA binding, biotinylated peptide; in the data active = inhibition mostly above about 37%, no sharp cut-off; inactive = mostly below about 20%;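 also: plate controls were negative control peptide for no effect and reference peptide for full effect; strong numbers were not always called active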
FBA Mtb inh – Mtb FBA enzyme inhibitors, primary screen, biochemical, fluorescence, strain H37Rv. Fructose-bisphosphate aldolase (Mycobacterium tuberculosis (strain ATCC 25618 / H37Rv)), …. purified M. tuberculosis FBA, fluorescence read-out. inhibition, % at 1 µM. 360,000 compounds, 2.3% hits. AID 588726, 2011; in the data active = inhibition above about 27%;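 also: 0% = vehicle and 100% = reference inhibitor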
Target sequence (P9WQA3 whole entry, looked up): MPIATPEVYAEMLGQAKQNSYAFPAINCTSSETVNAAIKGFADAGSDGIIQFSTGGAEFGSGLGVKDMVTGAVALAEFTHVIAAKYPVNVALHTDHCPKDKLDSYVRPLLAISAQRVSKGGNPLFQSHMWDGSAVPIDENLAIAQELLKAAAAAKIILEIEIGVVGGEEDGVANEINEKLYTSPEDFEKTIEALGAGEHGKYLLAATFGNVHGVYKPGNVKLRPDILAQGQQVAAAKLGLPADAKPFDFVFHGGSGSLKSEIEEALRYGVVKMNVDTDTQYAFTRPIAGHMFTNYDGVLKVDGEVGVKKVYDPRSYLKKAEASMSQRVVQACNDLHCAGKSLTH
GDH-TPI counter – GDH-TPI coupling enzyme inhibitors, primary screen, artefact control for M. tuberculosis FBA inhibitor project, biochemical, absorbance, full deck | 360,000 compounds, 1.2% hits | inhibition, % at 4.8 µM | GDH-TPI coupled enzyme counterscreen, NADH absorbance; in the data active = inhibition above about 30%;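 also: 0% = DMSO wells and 100% = wells lacking the enzyme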
Mtb BioA inh – M. tuberculosis BioA enzyme inhibitors, primary screen, biochemical, plate reader, single point, HTS | 7,8-diaminopelargonic acid synthase BioA (Mycobacterium tuberculosis) | purified M. tuberculosis BioA enzyme | inhibition, % at 9.99 µM | 360,000 compounds, 0.096% hits | AID 602481, 2012; in the data active = inhibition above about 40%
VHR inh abs – VHR1 phosphatase inhibitors, primary screen, biochemical, absorbance, uHTS | 290,000 compounds, 0.52% hits | inhibition, % at 13.3 µM | Dual specificity protein phosphatase 3 (Homo sapiens), P51452 | recombinant VHR phosphatase, pNPP absorbance | AID 1654, 2009; in the data active = inhibition above about 50%; also: some compounds called inactive have numbers as strong as hits
Target sequence (P51452 whole entry, looked up): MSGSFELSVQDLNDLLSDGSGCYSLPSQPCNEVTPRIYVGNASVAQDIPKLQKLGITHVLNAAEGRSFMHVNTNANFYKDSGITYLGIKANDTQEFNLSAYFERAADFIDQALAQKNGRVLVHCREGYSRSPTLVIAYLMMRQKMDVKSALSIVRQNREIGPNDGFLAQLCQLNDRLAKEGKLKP
BH1578 lux ind – inducers of Vibrio cholerae quorum light production without autoinducers, primary screen, BH1578 luxS cqsA deficient, single point. V. cholerae BH1578 lux reporter, luminescence, 6 h. activation, % at 18.7 µM. 350,000 compounds, 0.16% hits; in the data active = activation mostly above about 9.7%, no sharp cut-off; also: not every result past the cut was called active; inactives centre near 0; reference of the scale not given here
UGM FP inh – M. tuberculosis UGM enzyme inhibitors, primary screen, biochemical, fluorescence polarization, single point; UDP-galactopyranose mutase (Mycobacterium tuberculosis (strain ATCC 25618 / H37Rv)), …; purified UGM, fluorescence polarization probe displacement; inhibition, % at 10 µM; 320,000 compounds, 0.06% hits; AID 504406, 2011; in the data active = inhibition above about 10%, passing the limit was not always enough
Target sequence (P9WIQ1 whole entry, looked up): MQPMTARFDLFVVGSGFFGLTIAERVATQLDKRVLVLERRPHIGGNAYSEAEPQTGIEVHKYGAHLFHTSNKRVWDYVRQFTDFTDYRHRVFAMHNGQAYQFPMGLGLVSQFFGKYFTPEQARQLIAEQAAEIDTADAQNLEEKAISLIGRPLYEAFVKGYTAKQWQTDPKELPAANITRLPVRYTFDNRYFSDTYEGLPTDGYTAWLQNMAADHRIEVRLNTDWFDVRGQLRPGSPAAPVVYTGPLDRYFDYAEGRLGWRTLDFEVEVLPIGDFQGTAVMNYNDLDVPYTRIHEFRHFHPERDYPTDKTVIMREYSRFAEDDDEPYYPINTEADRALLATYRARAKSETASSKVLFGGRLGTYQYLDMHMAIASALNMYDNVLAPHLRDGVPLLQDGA
Rv3671c inh – Rv3671c serine protease inhibitors, primary screen, biochemical, fluorescence polarization, M. tuberculosis H37Rv; P9WHR9; AID 2606, 2010; inhibition, % at 5.96 µM; 320,000 compounds, 0.048% hits; in the data active = inhibition above about 38%;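 also: extracellular domain of Rv3671c used as enzyme; 0% = enzyme with DMSO and 100% = no enzyme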
MazEF act – activators of E. coli MazEF toxin-antitoxin RNase, primary screen, biochemical, fluorescence, uHTS; 350,000 compounds, 0.32% hits; FAM/BHQ RNA-DNA oligo cleavage fluorescence, 5 h; activation, % at 20 µM; Endoribonuclease toxin MazF (Escherichia coli (strain K12)), P0AE70; in the data active = activation above about 50%
Target sequence (P0AE70 whole entry, looked up): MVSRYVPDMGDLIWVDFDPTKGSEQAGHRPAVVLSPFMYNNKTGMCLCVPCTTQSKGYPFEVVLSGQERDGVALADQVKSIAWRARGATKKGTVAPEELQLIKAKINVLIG
The depositor's hits bear a star; i = inactive; x = not tested or not shown; & = joins results of further samples. A portion of the library; rates above refer to the full screens.

Compound	3CLpro inhibitor	PriA SSB inh	FBA Mtb inh	GDH-TPI counter	Mtb BioA inh	VHR inh abs	BH1578 lux ind	UGM FP inh	Rv3671c inh	MazEF act
CSC1=NSC2=NC(=O)/C(=C/c3coc4ccccc4c3=O)C(=N)N12	8.0	-8.4	8.4	14.0	x	5.1	-0.2	-17.3	-14.6	i
CCOC(=O)c1sc(NC(=O)c2cccc(S(=O)(=O)N3CCc4ccccc43)c2)c(C#N)c1C	-0.1	-4.7	8.3	15.0	-4.4	26.3	-0.2	-1.0	-7.2	-5.6
CC(C)OP(=O)(OC(C)C)C(C)NC(=O)Cc1ccccc1 (centres undefined)	0.2	2.9	-0.2	-2.8	x	20.6	i	1.4	8.2	5.9
O=C(NC(=S)Nc1cc(Cl)ccc1O)c1cccc(Br)c1	1.9	-6.2	1.8	2.5	-1.5	13.3	i	-1.6	-14.6	7.1
Cc1cc(OC(=O)c2ccccc2)c([N+](=O)[O-])c(=O)[nH]1	-0.8	-4.5	2.1	3.9	-2.2	22.7	-0.6	x	x	3.9
O=C(O)CCn1cc(/C=C2/NC(=S)N(c3ccccc3)C2=O)c(-c2ccccc2)n1	6.9	0.1	-0.1	10.3	x	-4.8	-0.3	2.2	8.3	-5.1
CS(=O)(=O)N(CC(=O)N1CCOCC1)c1cccc(Cl)c1Cl	10.7	-19.0	-0.7	4.3	-1.5	7.9	-3.8	0.0	-2.7	1.5
Cc1cc(C)c(C#N)c(SCC(=O)N(CC(C)C)C2CCS(=O)(=O)C2)n1 (centres undefined)	x	3.1	-3.2	6.6	2.0	x	i	x	x	3.9
O=C(Nc1ccccc1)Nc1nnc(Cc2ccc([N+](=O)[O-])cc2)s1	2.5	-14.6	-8.0	0.7	x	5.1	-0.3	-0.7	-15.3	0.6
COc1cc(/C=N\n2nnnc2N)ccc1OCc1ccc(F)cc1	-3.9	x	7.4	19.4	-2.4	22.5	-0.4	-0.5	5.5	6.0
O=C(/C=C/c1ccccc1[N+](=O)[O-])Nc1ccc(S(=O)(=O)Nc2ncccn2)cc1	-2.5	0.9	1.4	19.7	-0.9	20.8	x	-0.7	-3.1	-1.2
Brc1c(OCCOCCn2cncn2)ccc2ccccc12	0.9	-20.7	-2.5	10.6	-1.8	4.8	-7.1	2.5	-4.2	-3.0
CCOC(=O)CC(N)c1cccc([N+](=O)[O-])c1 (centres undefined)	4.0	2.0	-6.8	-6.2	x	4.8	i	4.9	-8.5	1.1
COCC1CCN(C(=O)c2cc(COc3ccc(F)cc3F)on2)C1 (centres undefined)	5.2	-5.1	-8.6	-8.6	-2.6	-14.6	i	-1.2	-1.1	0.9
O=c1[nH]c(=O)n(Cc2ccccc2)c(O)c1/C=C1\C=Nc2ccccc21	2.2	x	-2.4	-2.9	x	14.5	-0.3	7.9	-5.4	-94.2
CCOC(=O)C1CCCN(C(=S)Nc2ccc(F)cc2)C1 (centres undefined)	7.0	-4.8	0.4	-5.1	x	32.5	-0.8	0.7	-5.8	6.7
COc1cc(NC(=O)Cn2c(-c3cncs3)nc3ccccc32)cc(OC)c1OC	-2.1	-0.4	-0.1	12.4	-1.5	5.0	i	-0.4	0.9	12.9
O=C(O)c1cc(NC(=O)c2cccc(F)c2)cc(NC(=O)c2cccc(F)c2)c1	4.5	-1.7	-0.2	10.0	29.6	20.7	i	-0.1	2.6	-0.4
COc1ccc(NC(=O)C(Cc2cc(C)cc(C)c2)C(C)C(=O)O)cc1 (centres undefined)	0.4	5.5	3.9	4.4	-3.7	24.5	i	-0.5	-7.5	-4.1
Cc1cc(C(=O)Nc2ccon2)c(C)o1	-0.5	9.9	3.4	-3.8	0.3	-6.4	-2.8	1.1	2.2	1.7
COc1ccc(-c2ccccc2)c2oc(-c3ccco3)cc(=O)c12	x	-12.2	x	x	x	x	x	-2.1	-17.6	37.3
COc1cc(F)ccc1-c1cc(C(=O)NCc2ccc(F)cc2)[nH]n1	x	x	-0.7	8.2	1.2	x	0.5	x	x	x
Cc1onc(-c2c(F)cccc2Cl)c1C(=O)OCC(=O)N1C(C)CCCC1C (centres undefined)	x	2.8	4.2	-0.5	x	x	2.0	-0.6	6.9	-5.8
N=C(N)c1ccc(N=Nc2c(O)ccc3c2[nH]c2ccccc23)cc1	x	82.2*	-7.1	0.5	x	x	-1.0	x	x	-3.0
Cc1ccc(C)c(-n2c(SCC(=O)Nc3nonc3C)nnc2-c2ccoc2C)c1	-0.1	-3.2	4.5	-3.7	14.0	-27.8	1.2	3.2	2.9	-0.2
COc1ccccc1N(CN1CCCC1=O)C(=O)c1ccccc1F	-1.5	-10.0&-13.2	3.2	-1.6	-0.6	25.9	-0.2	1.3	-5.6	2.1
COc1ccc([C@H]2C[C@@H](n3cc(-c4ccc(F)cc4)nn3)[C@H](O)CN2CC2CCCCC2)cc1	x	x	-1.3	-1.4	0.8	x	-1.1	x	x	-9.0
Cc1cccc(NC(=O)CCOc2ccccc2)c1C	0.2	4.9	1.1	11.9	-0.2	25.5	-0.9	0.2	5.4	1.5
CC(=O)Nc1ccc(S(=O)(=O)N[C@@H](C)C(=O)OCC(=O)Nc2ccc3c(c2)OCCO3)cc1	x	3.7	1.6	1.8	-1.0	x	i	x	x	11.0
Cc1cc(C)cc(OCC(=O)Nc2cccc(C(=O)O)c2)c1	2.0	-2.7	-0.4	10.5	x	34.7	-0.2	-5.5	8.1	2.0

Reformatted with two lines to a compound: five of the compounds above
Each structure is followed by: 3CLpro inhibitor	PriA SSB inh	FBA Mtb inh	GDH-TPI counter	Mtb BioA inh	VHR inh abs	BH1578 lux ind	UGM FP inh	Rv3671c inh	MazEF act
> O=C(O)CCn1cc(/C=C2/NC(=S)N(c3ccccc3)C2=O)c(-c2ccccc2)n1
 : 6.9	0.1	-0.1	10.3	x	-4.8	-0.3	2.2	8.3	-5.1
> COc1ccccc1N(CN1CCCC1=O)C(=O)c1ccccc1F
 : -1.5	-10.0&-13.2	3.2	-1.6	-0.6	25.9	-0.2	1.3	-5.6	2.1
> Cc1cccc(NC(=O)CCOc2ccccc2)c1C
 : 0.2	4.9	1.1	11.9	-0.2	25.5	-0.9	0.2	5.4	1.5
> O=C(Nc1ccccc1)Nc1nnc(Cc2ccc([N+](=O)[O-])cc2)s1
 : 2.5	-14.6	-8.0	0.7	x	5.1	-0.3	-0.7	-15.3	0.6
> CSC1=NSC2=NC(=O)/C(=C/c3coc4ccccc4c3=O)C(=N)N12
 : 8.0	-8.4	8.4	14.0	x	5.1	-0.2	-17.3	-14.6	i

(list continues)
Compound	3CLpro inhibitor	PriA SSB inh	FBA Mtb inh	GDH-TPI counter	Mtb BioA inh	VHR inh abs	BH1578 lux ind	UGM FP inh	Rv3671c inh	MazEF act
COc1cccc(/C=N/NC(=O)COc2cccc3cccnc23)c1O	2.5	x	-1.3	6.9	-1.0	-12.8	0.2	0.2	0.0	22.0
COCCn1c(N)c(N(Cc2ccccc2)C(=O)Cc2ccccc2F)c(=O)[nH]c1=O	3.6	-7.3	3.2	0.0	0.2	8.5	0.1	-3.6	5.7	-1.7
CCn1c(Sc2ccc([N+](=O)[O-])cn2)nnc1-c1ccco1	0.8	-5.5	0.9	3.8	x	10.3	-0.1	2.4	-3.5	-0.7
Cc1ccc(OCC(=O)N(Cc2ccc(N(C)C)cc2)C2CCS(=O)(=O)C2)cc1 (centres undefined)	-6.7	-9.4	1.9	-0.6	-3.4	21.3	2.0	-2.8	1.9	18.5
Cc1ccc(NC(=S)NN2CCN(C)CC2)c(C)c1	2.1	-11.1	-1.0	-2.9	x	2.3	i	1.4	-7.2	1.3
Cc1cc(NC(=O)CSc2nc(C3CC3)nc3sc4c(c23)CCC(C)C4)no1 (centres undefined)	-10.0	-14.7	x	x	x	x	x	1.4	-3.7	-4.4
Cc1ccc(N2CC(C(=O)Nc3ccccc3OC(F)F)CC2=O)cc1 (centres undefined)	x	-11.7	-0.1	-5.6	-2.0	x	-1.9	0.8	-1.9	1.4
Cc1ccc(C)c(NC(=O)COc2coc(CN3CCc4ccccc4C3)cc2=O)c1	x	2.2	-1.0	-2.1	-0.8	x	-2.3	-2.5	-2.6	3.7
CC(C)CC(=O)OCC(=O)Nc1ccccc1Sc1ccccc1	3.7	-77.8	-1.1	5.8	x	-8.5	-0.3	-4.7	2.2	0.1
CSc1nnc(Cn2c(=O)sc3ccccc32)n1-c1cccc(Cl)c1	-4.2	-6.7	1.8	5.4	2.5	27.0	-5.6	-0.6	-0.1	-7.8
CC(=O)NC(CC(=O)OCC(=O)c1cc(C)ccc1C)c1ccccc1 (centres undefined)	x	-6.4	2.6	-4.8	0.1	x	0.5	-1.0	6.6	2.6
CN1CCN(CC(=O)N(C)c2nc(-c3ccccc3)cs2)CC1	1.2	3.8	0.7	2.2	-1.2	35.6	-0.5	-1.9	7.3	3.4
CCN(CC)C(=O)CSc1nnnn1-c1ccc(F)c(Cl)c1	0.4	-4.5	-2.5	-5.4	x	28.4	-0.4	-2.5	-3.1	5.4
N#Cc1ccc(NC(=O)COC(=O)C2=COCCO2)cc1	4.4	-3.0	-3.2	-6.9	-1.8	6.7	x	2.7	-0.8	-21.7
CC(C)(C)OC(=O)N1CCCN(C(=O)c2ccc(Cl)cc2)CC1	1.8	-10.5	5.3	-2.6	0.1	-2.2	-8.3	2.1	-5.5	5.3
OC1CC(c2ccco2)NC2(CCCCC2)C1 (centres undefined)	1.4	-4.6	1.1	2.9	0.9	31.2	-0.2	-0.6	0.4	4.7
CCN(c1ccccc1)S(=O)(=O)c1cccc(C(=O)N(C)CC(=O)Nc2ccc(F)c(F)c2F)c1	x	-4.7	-0.7	2.7	-1.0	x	3.1	x	x	9.0
COC(=O)c1c(NC(=O)CC2Sc3ccc(C(F)(F)F)cc3NC2=O)sc(C)c1C (centres undefined)	-3.1	-17.2	-1.5	-6.6	x	0.1	-0.2	1.2	8.5	0.2
Cc1c(C(=O)NCc2cccnc2)oc2ccc(S(=O)(=O)N3CCCCCC3)cc12	-5.0	-19.2	4.9	-0.9	2.2	2.3	-0.3	1.5	-2.1	4.4
CCN1CCN(S(=O)(=O)c2ccc(Cl)c(C(=O)N(C)Cc3ccc(C(C)(C)C)cc3)c2)CC1	x	26.2	0.8	-6.6	1.3	x	i	x	x	9.6
CN(C)C(CNC(=O)c1ccc(S(=O)(=O)Nc2ccccc2F)cc1)c1ccco1 (centres undefined)	x	-22.3	2.1	-1.4	-0.2	x	i	0.0	-0.9	3.0
Cc1ccc(OCCn2cc(/C=C3\C(=O)NN(c4ccccc4)C3=O)c3ccccc32)cc1	6.7	-1.1	-1.1	1.9	x	16.9	-0.4	-0.4	3.7	1.9
N#Cc1ccsc1NC(=O)CN1CCN(S(=O)(=O)c2ccc3ccccc3c2)CC1	0.3	-3.1	0.3	6.5	3.6	2.6	-0.2	-0.7	-14.6	-9.9
CC(C)CC1Nc2ncnc(N3CCOCC3)c2N(Cc2ccc(Cl)cc2)C1=O (centres undefined)	x	-18.5	-1.8&0.9	-1.8	-0.3&-4.7	x	-0.3	-1.2	-4.7	11.0

Compound activity from PubChem BioAssay.
